Compound activity from PubChem BioAssay.
CAL PDZ FP-1 = inhibitors of human CAL PDZ peptide binding; Q9HD26; purified CAL PDZ, TMR-peptide fluorescence polarization, 1 h; inhibition, % at 20 µM; 330,000 compounds, 0.02% hits; AID 504414;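 active means highest replicate inhibition of at least 40%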;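 further: plate controls were DMSO neutral control wells for no effect and unlabeled competitor peptide control wells for full effect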
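System: tagged CAL PDZ domain. Schedule: 1 h room-temperature incubation prior to read. Signal: fluorescence polarization (mP). Measure: percent inhibition from loss of millipolarization.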
SR-BI uptake up = activators of SR-BI mediated HDL lipid uptake; CHO ldlA[mSR-BI] cells, DiI-HDL uptake fluorescence, 3 h; 100 = double the neutral-control signal; activation, % at 12.5 µM; 320,000 compounds, 0.096% hits; AID 504775;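 active means mean replicate activation of at least 60% and every replicate at or above 60%; inconclusive means mean or all-replicate condition met, but not both; inactive means mean below 60% and not all replicates reaching 60%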;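 further: 0% = median plate neutral-control signal and 100% = twice that signal; values of inactives mirror those of a sister screen read the other way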
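system = CHO ldlA[mSR-BI] cells, LDL receptor-null, SR-BI overexpressing | medium = Ham's F12 with 0.5% BSA, HEPES 25 mM, pH 7.4 | probe or stimulus = DiI-HDL 10 µg/mL | compound dosing = single-point compound dose | incubation = compound exposure 3 h, 37 °C | technique = DiI fluorescence, bottom read | read-out = cell-associated DiI fluorescence as measure of HDL uptake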
Wnt act = Wnt/beta-catenin pathway activation. Wnt/beta-catenin reporter cell assay, activator, plate reader. activation, % at 9.35 µM. 300,000 compounds, 1.2% hits; in the data active means activation above about 30%, passing the limit was not always enough; inconclusive means no clear call, values can overlap the other calls;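 further: 0% = neutral control wells and 100% = positive control wells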
E coli growth = reduces bacterial viability in AddAB counter-screen | E. coli V3065 growth, OD600 absorbance, 18 h | 330,000 compounds, 0.27% hits | AID 449728 | inhibition, % at 11.9 µM;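 active means inhibition above the campaign's mean inhibition across all tested compounds plus 3 SD, cut at about 9.9% in these data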;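 further: uninfected addAB+ strain grown without phage in ampicillin broth; 0% = DMSO wells and 100% = ciprofloxacin 0.95 µg/ml wells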
SR-BI HDL uptake = inhibitors of mouse SR-BI mediated HDL lipid uptake. 320,000 compounds, 0.96% hits. AID 488896. Q61009. inhibition, % at 12.5 µM. ldlA[mSR-BI] CHO cells, DiI-HDL uptake fluorescence, 3 h;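 active means mean replicate inhibition of at least 70% and a set share of replicates each scoring 70 or more; inconclusive means meets just one of the two criteria; inactive means fails both criteria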;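 further: 0% = median of neutral control wells and 100% = median of positive control wells; values of inactives mirror those of a sister screen read the other way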
Target sequence (Q61009 whole entry, looked up): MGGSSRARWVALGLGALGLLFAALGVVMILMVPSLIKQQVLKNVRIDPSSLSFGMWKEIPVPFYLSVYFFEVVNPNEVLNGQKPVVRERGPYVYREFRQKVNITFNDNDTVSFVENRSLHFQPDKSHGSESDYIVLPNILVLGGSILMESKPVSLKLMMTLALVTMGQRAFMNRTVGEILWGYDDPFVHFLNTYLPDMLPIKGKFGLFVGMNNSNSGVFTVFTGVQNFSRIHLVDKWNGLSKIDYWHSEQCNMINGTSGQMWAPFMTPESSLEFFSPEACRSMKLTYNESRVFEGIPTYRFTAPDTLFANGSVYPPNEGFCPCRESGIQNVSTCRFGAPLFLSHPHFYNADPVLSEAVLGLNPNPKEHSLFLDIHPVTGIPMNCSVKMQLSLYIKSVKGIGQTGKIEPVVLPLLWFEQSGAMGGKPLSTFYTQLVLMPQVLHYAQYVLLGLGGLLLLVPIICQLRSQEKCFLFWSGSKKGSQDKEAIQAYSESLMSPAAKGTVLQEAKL
phage Ecoli inh = E. coli growth loss with phage present. growth absorbance. inhibition, % at 11.9 µM. 360,000 compounds, 0.26% hits; in the data active means inhibition above about 11%
AddAB inh = less growth of phage-infected E. coli with AddAB; E. coli expressing H. pylori AddAB, absorbance growth; inhibition, % at 11.9 µM; 330,000 compounds, 0.29% hits; AID 435030; in the data active means inhibition above about 12%;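 further: 0% = vehicle wells of infected cells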
CAL PDZ FP-2 = CAL PDZ (human) peptide binding inhibition; Q9HD26; purified CAL PDZ, TMR-peptide fluorescence polarization, 1 h; inhibition, % at 24.9 µM; 300,000 compounds, 0.92% hits; AID 602252;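 active means mean inhibition of at least 30% with at least half of replicates also reaching 30%; inconclusive means no clear call, values can overlap the other calls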;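 further: 0% = DMSO neutral control and 100% = excess unlabeled competitor peptide PRC23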
Tat transport = E. coli Tat transport inhibition; E. coli MC4100 TorA-mCherry Tat export, fluorescence; inhibition, % at 10 µM; 340,000 compounds, 0.036% hits; AID 488895;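 active means mean replicate inhibition at least 50% and at least half of replicates individually reaching 50%; inconclusive means only one of the two criteria met; inactive means neither criterion met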;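 further: exported cargo escapes ClpAP degradation while cytoplasmic cargo is degraded and loses fluorescence; 0% = median of neutral control wells and 100% = median of NaSCN control wells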
MITF TRPM1 HTS = increases MITF-driven TRPM1 promoter luciferase signal. SK-MEL-5 TRPM1-promoter luciferase, 24 h; % of positive control, neutral wells = 0. 300,000 compounds, 0.75% hits. activation, % at 12.5 µM;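 active means mean activation of at least 80% with every replicate also reaching 80%; inconclusive means mean reaches 80% but some replicate falls short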;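 further: 0% = neutral control wells and 100% = parthenolide positive control wells; values of inactives mirror those of a sister screen read the other way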
An asterisk follows results filed as active; ? = inconclusive; . = no result given.

Values in the order – MITF TRPM1 HTS, phage Ecoli inh, SR-BI HDL uptake, AddAB inh, CAL PDZ FP-1, SR-BI uptake up, Wnt act, CAL PDZ FP-2, Tat transport, E coli growth
> C=CCN1C(=O)C2(OCCO2)c2cc(C)ccc21
  2, 2.0, -12, -0.4, 1.7, 12, 0, -3, 0, 0.5
> COc1cc2[nH]c(=O)n(CCC(=O)N3CCc4ccccc4C3)c(=O)c2cc1OC
  -3, -4.2, -21, 1.3, -0.7, 21, -6, -2, 4, 0.8
> CCN(CC)C(=O)CN(C#N)c1nc(OC)nc(N(C)C)n1
  ., -2.0, -16, 0.2, -0.1, 16, -6, -6, 6, -1.9
> COC(=O)C1=C(C)N=C2SC(C#N)=C(N)N2C1c1ccc(OCc2ccccc2)cc1 (centres undefined)
  3, 3.1, 39, 1.4, -0.6, -39, ., -1, 10, 0.1
> CCN(CC)c1ccc(NC(=O)c2cccc(F)c2)c(C)c1
  3, -2.5, 18, 0.5, 0.2, -18, -12, 3, 29, 1.4
> O=C(NCc1ccc2c(c1)OCO2)c1cccc(F)c1
  3, 3.7, -21, 1.9, ., 21, 2, 0, 1, 1.8
> Cc1ccc(C)c(NC(=S)N2CCC(NC(=O)c3ccco3)CC2)c1
  -5, 2.9, ., 1.9, 0.3, ., -3, -3, -5, 2.7
> O=C(OCn1nnc2ccccc2c1=O)c1ccc(S(=O)(=O)N2CCOCC2)cc1
  11, ., -10, 1.4, -2.0, 10, ., -5, -4, -0.9
> COc1cccc(NC(=O)CCC(=O)N2CC(C)Oc3ccc(C)cc32)c1 (centres undefined)
  -7, 0.7, 19, -1.1, -0.4, -19, 1, ., -7, 1.9
> Cc1cc(C=O)c(C)n1-c1cc(C(=O)O)cc(C(=O)O)c1
  5, 3.6, -3, 1.9, 0.0, 3, -3, -2, -6, -5.0
> Cc1nn(-c2ccccc2)c(Cl)c1/C=N/NC(=O)c1[nH]ncc1Br
  ?, -0.4, 7, 1.7, -0.3, -7, 22, -2, 3, 1.9
> COc1ccc(NC(=O)CCSc2cc(C)c3ccccc3n2)cc1
  -8, 2.6, -2, -0.3, -1.2, 2, -1, -3, 0, 2.6
> OC1(c2ccc(OC(F)F)cc2)CSC(=Nc2cccnc2)N1Cc1ccco1 (centres undefined)
  -8, 3.4, -8, ., -0.4, 8, -3, ., 2, .
> COCCNC(=O)CN1C(=O)NC2(CCCCCC2)C1=O
  0, 2.9, -10, 3.6, 0.2, 10, 1, ., -6, -2.7
> N#Cc1c(-c2ccc(Cl)cc2Cl)nc2n(c1=O)CCS2
  -2, 2.5, -27, 0.7, -2.3, 27, ., -4, -4, -0.9
> Cc1cccc(-n2ncc3c2CCCC3NC(=O)CN2CCOC2=O)c1C (centres undefined)
  6, 0.9, 6, -0.1, -2.8, -6, 2, -4, 4, -1.8
> CCOc1cc2c(cc1C(C)(C)C)NC(=O)CS2
  -9, 1.5, ., 2.5, -1.3, ., -1, 2, 4, 1.7
> C=CCOc1c2ccc(C(=O)NCc3ccc(OC)cc3)cc2nn1C
  -10, 1.1, -13, -0.8, 0.1, 13, 1, 1, 0, 1.4
> CCOC(=O)c1sc(N(C)C(C)=O)nc1C
  3, 1.8, -25, -0.3, -3.5, 25, 4, -8, -2, -1.3
> COc1ccc(OC)c(C(=O)c2coc3ccc(O)c(CN4CCOCC4)c23)c1
  -3, 3.3, -20, -0.2, -0.7, 20, 8, -1, -3, 0.6
> C/C(=N\NC(N)=S)c1cccnc1
  ., 1.8, -14, 4.2, -0.5, 14, -4, ., -4, 1.1
> COC(=O)CN1C(=O)[C@H]2[C@@H](c3ccc(C)o3)N3C(=O)CN(CC4CC4)C(=O)[C@@]3(Cc3ccccc3)[C@H]2C1=O
  6, 1.7, 9, 1.6, 0.1, -9, -1, -1, -5, -1.6
> CN(C)C(=O)c1ccc(-c2nnc(OCc3nc4ccccc4n3C)c3ccccc23)cc1
  -3, -0.3, ., ., -2.5, ., 1, -4, -1, .
> COc1ccc(NC(=O)N2CCCC2C(=O)NCc2cccs2)cc1 (centres undefined)
  4, 3.1, -5, 1.0, -2.6, 5, 0, -1, 11, 0.1
> O=C(NCc1ccccc1F)C1CCCN1C(=O)NC1CCCCC1 (centres undefined)
  6, 2.5, 2, 1.3, -0.6, -2, -2, 2, -4, 2.5
> CCN(CC)Cc1c(CC(C)C)oc(C)c1C(=O)O
  3, 0.6, -22, 1.6, ., 22, ., 1, -2, 0.7
> Cc1nc2ccccc2c(N)c1C(=O)/C=C/c1ccccc1
  ., -0.2, 11, 1.0, -0.4, -11, -2, 2, 5, -0.1
> CCOC(=O)c1sc(N=NC2=C(O)CC(C)(C)CC2=O)c(C(=O)OCC)c1C
  49, -0.8, 4, 0.3, -2.4, -4, 2, -7, -8, -0.1
> CC(=NCc1ccco1)c1c(C(F)(F)F)[nH]n(-c2nc3ccccc3s2)c1=O
  ., -0.1, 49, 5.4, -0.4, -49, ., -2, 6, 1.4
> O=C(C[C@@H]1C/C=C\C[C@H](Cc2ccc(F)cc2)C(=O)OC[C@H]2CCCN2C1=O)NCCO
  7, -4.9, -30, -0.3, -0.6, 30, -1, -2, -4, -0.5

Not a retest: 2 of the compounds above.
Values in the order – MITF TRPM1 HTS, phage Ecoli inh, SR-BI HDL uptake, AddAB inh, CAL PDZ FP-1, SR-BI uptake up, Wnt act, CAL PDZ FP-2, Tat transport, E coli growth
> CC(=NCc1ccco1)c1c(C(F)(F)F)[nH]n(-c2nc3ccccc3s2)c1=O
  ., -0.1, 49, 5.4, -0.4, -49, ., -2, 6, 1.4
> O=C(C[C@@H]1C/C=C\C[C@H](Cc2ccc(F)cc2)C(=O)OC[C@H]2CCCN2C1=O)NCCO
  7, -4.9, -30, -0.3, -0.6, 30, -1, -2, -4, -0.5

The list continues:
Values in the order – MITF TRPM1 HTS, phage Ecoli inh, SR-BI HDL uptake, AddAB inh, CAL PDZ FP-1, SR-BI uptake up, Wnt act, CAL PDZ FP-2, Tat transport, E coli growth
> Cc1cc(C)c2c(n1)SCC(=O)N2CC(=O)Nc1cc(F)ccc1F
  5, 2.4, 8, 1.7, -0.9, -8, 2, ., -2, -1.5
> CCc1nn(C(C)C(=O)N2CCN(c3ccccc3)CC2)c(=O)c2cc3occc3n12 (centres undefined)
  1, 1.4, 27, 1.6, -2.6, -27, -1, -6, 8, -1.8
> CC(C)(C)OC(=O)N[C@@H](CCCCNC(=O)OCc1ccccc1)c1nnc([C@H](CCCCNC(=O)OCc2ccccc2)NC(=O)OC(C)(C)C)o1
  -10, ., -10, 1.4, -1.8, 10, ., 0, -1, -0.8
> CCN(CC)C(=O)c1sc(NC(=O)Cc2cccs2)c(C#N)c1C
  9, 1.7, 29, 1.5, -2.6, -29, ., -2, 5, -0.4
> CC(C)CN(C(=O)Cn1c(C(F)(F)F)nc2ccccc21)c1c(N)n(Cc2ccccc2)c(=O)[nH]c1=O
  4, 2.4, -17, ., -1.0, 17, -4, 1, 7, .
> CCCCNC(=S)N=Nc1c(O)[nH]c2ccccc12
  8, 0.7, -6, -0.8, -1.0, 6, 1, -5, 3, -1.3
> O=C(NCCN1CCOCC1)c1ccc2c(c1)N(Cc1ccccc1F)C(=O)c1ccccc1S2(=O)=O
  5, 0.8, -2, 1.1, -0.2, 2, -1, ., -8, -4.1
> CCOC(=O)C1CCN(c2c(NCCCN(CC)c3ccccc3)c(=O)c2=O)CC1
  -7, 3.3, -9, -1.4, -1.3, 9, -8, 1, 2, 1.4
> COC(=O)c1c[nH]n2c(=O)c(C(C)C)c(C)nc12
  1, -0.5, -12, 0.0, -2.1, 12, -1, ., -6, 0.5
> Cc1cc(C(=O)NC2CC(C)(C)Cc3c2cnn3-c2ccc(F)cc2)no1 (centres undefined)
  19, 1.7, 34, 0.8, -3.4, -34, 6, 7, 0, -0.1
> COc1cc(C2C(C(C)=O)=C(C)Nc3ncnn32)ccc1O (centres undefined)
  3, 4.0, -20, 3.2, -1.2, 20, ., -4, -3, -0.1
> Cc1ccc2nc3c(cc2c1)c(NC(=O)c1ccco1)nn3CC(C)C
  3, 4.7, 7, 0.7, -1.7, -7, 4, -5, 7, 0.6
> Cc1cccc(NCc2ccccc2O)c1
  13, 2.6, 12, -0.6, -0.1, -12, 11, 1, -6, -2.3
> CCOc1ccccc1NC(=O)CSc1ccc(-c2ccco2)nn1
  -11, 2.0, 7, -2.3, -0.3, -7, -1, 16, -2, 0.6
> O=C(CNC(=O)c1ccccc1F)NNC(=O)c1ccccc1O
  -9, 2.2, 14, -0.1, -3.6, -14, -8, 5, -3, 1.4
> O/N=C/c1cn(-c2ccc(Cl)cc2)nn1
  20, 5.3, -20, 4.2, -0.2, 20, 3, -12, -2, -0.2
> CC(=O)Nc1ccc(OCC=C(Cl)Cl)cc1
  11, 0.3, -9, -1.1, -1.0, 9, ., -5, 0, 0.7
> CCOCc1c(C(=O)Nc2ccc3nc(N4CCOCC4)sc3c2)oc2ccccc12
  2, 2.1, 38, -0.6, -0.9, -38, 1, 1, 0, -2.5

Limited to MITF TRPM1 HTS and E coli growth, for some of the entries so far:
Structure | MITF TRPM1 HTS | E coli growth
O=C(NCCN1CCOCC1)c1ccc2c(c1)N(Cc1ccccc1F)C(=O)c1ccccc1S2(=O)=O | 5 | -4.1
O/N=C/c1cn(-c2ccc(Cl)cc2)nn1 | 20 | -0.2
CCOCc1c(C(=O)Nc2ccc3nc(N4CCOCC4)sc3c2)oc2ccccc12 | 2 | -2.5
Cc1ccc2nc3c(cc2c1)c(NC(=O)c1ccco1)nn3CC(C)C | 3 | 0.6
COc1cc(C2C(C(C)=O)=C(C)Nc3ncnn32)ccc1O (centres undefined) | 3 | -0.1
CC(=O)Nc1ccc(OCC=C(Cl)Cl)cc1 | 11 | 0.7
